# High-throughput results deposited in PubChem by several laboratories.
# RGS4 pot: potentiators or activators of RGS4; HEK293 M3R/inducible RGS4, carbachol calcium flux Fluo4; hits give low values; B-score at 10 µM; 0.92% of 310,000 active;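 active means B-score of the integrated calcium signal more than 4 SD below the library mean, with starting fluorescence not abnormally high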;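 further: negative B-score means reduced calcium response which marks RGS4 activation or potentiation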
#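 test system = M3R-expressing HEK293 line, RGS4 induced by doxycycline | probe or stimulus = carbachol at ECmax as muscarinic agonist stimulus | timing = dye loading 30 min 37 °C, buffer rest 30 min RT | signal = calcium dye Fluo4 fluorescence | evaluation = B score from integrated fluorescence ratio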
# SKKanGAS inh: inhibitors of SKKanGAS S. pyogenes growth in kanamycin (SK-promoter or general growth effect) | BacTiter-Glo, 6 h | inhibition, % at 7.5 µM | 1.3% of 300,000 active | AID 1662;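 active means mean replicate score, as percent of positive control median, at least 50; inconclusive means mean below 50 but one replicate at or above 50; inactive means mean and every replicate below 50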;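 further: strain carries kanamycin resistance gene driven by streptokinase promoter and grows in 40 µg/ml kanamycin; loss of luminescence reflects streptokinase promoter inhibition or plain growth inhibition; 0% = median of DMSO wells and 100% = positive control at its reference dose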
# TRPC6 inh: mouse TRPC6 channel inhibition | B-score at 10 µM | Q61143 | AID 2553 | 1.1% of 310,000 active | HEK293-TRPC6, membrane potential dye, ACh-evoked depolarization; hits give low values;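 active means B-score under library mean minus 3 SD, initial fluorescence not abnormally high, positive integrated signal ratio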;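 further: B-score derived from integrated fluorescence ratio over the kinetic read; more negative B-score means stronger inhibition of depolarization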
# RGS4 block: human RGS4 inhibition; P49798; HEK293 M3R/RGS4 inducible, Fluo-4 calcium flux; hits give high values; triggered by carbachol at its EC20; B-score at 10 µM; 0.45% of 310,000 active; AID 463165;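 active means B-score, a plate-corrected calcium signal, over three deviations above library mean, with baseline fluorescence within five deviations of library mean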;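 further: RGS4 expression induced by doxycycline in cells with stable M3 receptor; B-score is computed from the integrated fluorescence ratio over baseline after carbachol; higher B-score means a larger calcium signal and so more RGS4 inhibition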
# HDAC3 inh: human HDAC3 inhibition. O15379. recombinant HDAC3, fluorogenic peptide/trypsin coupled, fluorescence. inhibition, % at 8.3 µM. 0.15% of 320,000 active; in the data active means inhibition above about 26%, passing the limit was not always enough; inconclusive means no clear call, values can overlap the other calls
# ANO1 block: inhibitors of mouse TMEM16A calcium-activated chloride channel | HEK293 TMEM16A/YFP iodide influx fluorescence, ionomycin | normalized B-score (activity score, 25-100; higher = stronger inhibition) at 10 µM | 1.2% of 310,000 active | AID 588511;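 active means ratio plate-corrected score three or more library SD toward inhibition, starting fluorescence score within five deviations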;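 further: score derived from kinetic fluorescence span divided by baseline fluorescence per well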
# Target sequence (Q8BHY3 whole entry, looked up): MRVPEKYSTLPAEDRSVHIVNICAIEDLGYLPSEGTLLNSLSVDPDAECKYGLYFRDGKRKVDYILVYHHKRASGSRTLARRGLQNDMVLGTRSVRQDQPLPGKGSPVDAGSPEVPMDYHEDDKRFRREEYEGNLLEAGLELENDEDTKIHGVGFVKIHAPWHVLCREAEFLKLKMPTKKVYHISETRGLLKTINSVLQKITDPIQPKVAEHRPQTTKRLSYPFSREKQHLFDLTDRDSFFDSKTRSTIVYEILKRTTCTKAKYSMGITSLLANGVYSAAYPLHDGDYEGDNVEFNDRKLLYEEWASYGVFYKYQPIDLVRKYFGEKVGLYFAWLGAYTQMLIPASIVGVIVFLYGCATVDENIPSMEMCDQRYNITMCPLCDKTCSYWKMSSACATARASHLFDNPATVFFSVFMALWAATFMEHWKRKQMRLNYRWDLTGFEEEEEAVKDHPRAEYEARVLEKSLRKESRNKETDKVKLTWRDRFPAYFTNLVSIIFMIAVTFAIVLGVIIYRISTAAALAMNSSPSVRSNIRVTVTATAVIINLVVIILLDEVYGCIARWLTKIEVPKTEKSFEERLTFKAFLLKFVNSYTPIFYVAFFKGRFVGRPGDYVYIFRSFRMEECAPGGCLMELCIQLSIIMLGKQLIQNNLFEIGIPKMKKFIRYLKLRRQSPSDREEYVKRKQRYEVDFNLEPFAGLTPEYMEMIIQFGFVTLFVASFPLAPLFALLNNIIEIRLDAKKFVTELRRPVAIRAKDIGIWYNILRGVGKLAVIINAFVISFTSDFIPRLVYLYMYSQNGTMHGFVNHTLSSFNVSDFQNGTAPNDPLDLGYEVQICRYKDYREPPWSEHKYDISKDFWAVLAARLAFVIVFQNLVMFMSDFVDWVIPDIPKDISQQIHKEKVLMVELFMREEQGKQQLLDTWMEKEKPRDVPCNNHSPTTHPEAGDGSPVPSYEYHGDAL
# TRPC6 activator: activates the mouse TRPC6 cation channel | Q61143 | HEK293-TRPC6 membrane potential dye fluorescence; hits give high values | B-score at 10 µM | 0.13% of 310,000 active;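 active means B-score of the integrated fluorescence ratio above library mean plus 3 SD, and starting fluorescence ratio within library mean plus 5 SD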;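 further: higher score means more depolarization so channel activation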
# MrgX1 antagonist: blocks BAM8-22 activation of human MrgX1 receptor | 1.3% of 310,000 active | MRGX1-HEK293 calcium flux, Fluo-4, BAM8-22 antagonism; hits give low values | Q96LB2 | B-score at 10 µM;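 active means calcium-response B-score plate-corrected more than 3 library SD below zero, starting fluorescence within 5 deviations, no agonist response on first addition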;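 further: peak minus trough fluorescence over baseline after final BAM8-22 challenge near maximal dose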
# MrgX1 allo act: allosterically activates human MrgX1 receptor signaling | Q96LB2 | MrgX1-HEK293, Fluo-4 calcium flux, FDSS; hits give high values | B-score at 10 µM | 0.63% of 310,000 active | AID 588675;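 active means plate-corrected calcium response at least 3 library SD above typical, normal starting fluorescence, not activating the receptor alone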;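 further: compound read alongside a low EC10 to EC30 dose of BAM8-22 agonist; peak minus trough fluorescence over baseline measured at the second addition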
# MrgX1 agonist: human MrgX1 receptor agonism, primary screen; Q96LB2; MrgX1-HEK293 cells, Fluo-4 calcium fluorescence, agonist mode; hits give high values; B-score at 10 µM; 0.44% of 310,000 active; AID 588627;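 active means calcium response B-score plate-corrected fluorescence ratio at least 3 library SD, with starting fluorescence B-score inside 5 SD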
#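 Assay system: MrgX1-expressing HEK293 cells / Amount: fifteen thousand cells per well / Doses: test compound in the initial addition of three / Timing: cells plated overnight, dye loaded 0.5 h 37 °C, 0.5 h room temperature / Technique: kinetic calcium dye fluorescence, Fluo-4 NW / Control set: positive and negative controls per plate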
# TMEM16A act: mouse TMEM16A channel activation, primary screen | B-score at 10 µM | HEK293 TMEM16A/YFP-H148Q/I152L, iodide quench fluorescence; hits give low values | Q8BHY3 | AID 623877 | 0.3% of 340,000 active;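 active means fluorescence-ratio B-score plate-corrected deviation score at least 3 library SD below zero, with starting fluorescence score within 5 deviations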;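 further: channel opened by trigger with iodide after compound preincubation; score built on the fluorescence ratio of max minus min over baseline; more negative score means more quench and so TMEM16A activation or potentiation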
# * marks the source's active call; other numbers are inactive results; i = inactive; ? = inconclusive; / = not tested or not shown.
entry	Compound	RGS4 pot	SKKanGAS inh	TRPC6 inh	RGS4 block	HDAC3 inh	ANO1 block	TRPC6 activator	MrgX1 antagonist	MrgX1 allo act	MrgX1 agonist	TMEM16A act
1	O=C(c1ccc(-c2ccc(Cl)cc2)o1)N1CCN(c2ccc([N+](=O)[O-])cc2Cl)CC1	i	7	i	i	10	i	i	i	i	i	i
2	COc1cc(/C=N/NC(=O)CN(CCc2ccccc2)S(=O)(=O)c2ccc(NC(C)=O)cc2)cc(OC)c1OC	i	11	i	i	9	i	i	i	i	i	i
3	O=C(c1ccc(Cl)s1)N(Cc1nnc(-c2ccccc2Cl)o1)C1CC1	i	-2	i	i	0	i	i	i	i	i	i
4	Cc1cccc(C)c1NC(=O)Cn1c(=O)n(CCCC(=O)NCc2ccco2)c(=O)c2sccc21	i	-1	i	i	-3	i	i	i	i	i	i
5	Cc1noc(C)c1CSc1nc2ccccc2c(=O)n1-c1ccc(F)cc1F	i	23	i	i	?	i	i	i	i	i	i
6	O=C(Nc1cccc2ncccc12)c1cc([N+](=O)[O-])ccc1Cl	i	4	i	i	-13	i	i	i	i	i	i
7	Cc1ccc(S(=O)(=O)N2[C@@H](c3ccccc3)C(C(=O)O)=CC[C@H]2c2cccc(C)c2)cc1	/	/	/	/	4	i	/	i	i	i	i
8	Cc1ccccc1C(=O)Nc1ccc(S(=O)(=O)N2CC(C)OC(C)C2)cc1 (stereo unspecified)	i	16	i	i	0	i	i	i	i	i	i
9	COc1ccccc1CNC(=O)CC12CC3CC(CC(Br)(C3)C1)C2	i	-17	i	i	-1	i	i	i	i	i	i
10	CCN(CC)C(=O)c1sc(NC(=O)c2ccco2)c(C#N)c1C	i	10	i	i	0	i	i	i	i	i	i
11	CC1CCCCN1C(=O)COC(=O)C1CCN(S(=O)(=O)c2ccc3c(c2)OCCO3)CC1 (stereo unspecified)	i	-1	i	i	4	i	i	i	i	i	i
12	O=C1OCCC1Sc1nnnn1-c1ccc(Cl)cc1 (stereo unspecified)	i	-2	i	i	2	i	i	i	i	i	i
13	O=C(NN1C(=O)/C(=C/c2ccc(O)c(O)c2)SC1=S)c1ccccc1	i	0	i	i	14	i	i	i	i	32*	i
14	CCOc1ncccc1C(=O)Oc1ccc2c(c1)OCO2	i	0	i	i	4	i	i	i	i	i	i
15	CCn1c(SCC(=O)Nc2cc(C(C)(C)C)nn2-c2ccccc2)nnc1-c1cccs1	i	2	i	i	3	i	i	i	i	i	i
16	CN1C(=O)[C@H]2[C@@H](/C=C/c3ccccc3)N3C(=O)CN(Cc4ccccn4)C(=O)[C@@]3(C)[C@H]2C1=O	i	-1	i	i	-1	i	i	i	i	i	i
17	Cc1ccc2c(CN(C)Cc3ccc(Cl)cc3Cl)cc(=O)oc2c1	i	53*	i	i	8	i	i	i	i	i	i
18	Nc1cc(S(=O)(=O)c2ccc(O)c(N)c2)ccc1O	i	-2	i	i	2	i	i	i	i	i	i
19	O=C(O)C1C2C=CC(C2)C1C(=O)OC1CC2CCC1C2 (stereo unspecified)	i	2	i	i	-4	i	i	i	i	i	i
20	COc1ccc(-c2nn(-c3ccccc3)cc2C(=O)N2CCN(S(=O)(=O)c3ccccc3C#N)CC2)cc1	i	7	i	i	5	i	i	i	i	i	i
21	CC(Oc1ccc(Br)cc1)C(=O)Nc1ccncc1 (stereo unspecified)	i	5	i	i	1	i	i	i	i	i	i
22	O=C1CC(Cc2ccc(Cl)cc2)C(=O)N1c1ccncc1 (stereo unspecified)	i	-16	i	i	-3	i	i	i	i	i	i
23	C=C1CCN([C@@H](CC(C)C)C(=O)NCc2ccc(OC)cc2)S(=O)(=O)c2ccccc21	i	1	i	i	4	i	i	i	i	i	i
24	Cc1ccc(N=C(N)N=C(N)N)c(C)c1	i	2	i	i	-2	i	i	i	i	i	i
25	CNC(=O)NNC(=O)c1csc(Cc2c(Cl)sc3ccc(Cl)cc23)n1	i	11	i	i	6	i	i	i	i	i	i
26	O=C(O)CCC(=O)Nc1ccc(C(=O)N2CCCCC2)cc1	i	-10	i	i	-7	i	i	i	i	i	i
27	O=C1C(=O)N(c2nccs2)C(c2ccccc2)/C1=C(\O)c1ccc2c(c1)OCCO2 (stereo unspecified)	i	13	i	i	5	i	i	i	i	i	i
28	COC(=O)c1ccc(NC(=O)C2CCCN2S(=O)(=O)c2ccc(OC)cc2)cc1 (stereo unspecified)	i	4	i	i	6	i	i	i	i	i	i
29	O=C(N=C1SC2CS(=O)(=O)CC2N1c1cccc(Cl)c1Cl)C1CCCO1 (stereo unspecified)	i	-9	i	i	-3	i	i	i	i	i	i
30	Cc1ccc(C)c(N(C(=O)Cc2cccs2)C(C(=O)NC2CCCC2)c2ccc(C)o2)c1 (stereo unspecified)	i	-10	i	i	5	i	i	i	i	i	i
31	Cc1cc(C)c(S(C)(=O)=O)c(Oc2cccc(Cl)c2)n1	i	0	i	i	8	i	i	i	i	i	i
32	Cc1ccc(C(=O)N2CCC(C)CC2)cc1NC1=NC2CS(=O)(=O)CC2S1 (stereo unspecified)	i	1	i	i	-7	i	i	i	i	i	i
33	CCC(=O)Nc1cccc(NC(=S)NC(=O)c2ccccc2C)c1	i	-4	i	i	-2	i	i	i	i	i	i
34	CCOC(=O)C1CCN(C(=O)C2CCN(S(=O)(=O)c3c(C)noc3C)CC2)CC1	i	-2	i	i	4	i	i	i	i	i	i
35	Cc1ncoc1C(=O)Nc1ccc2c(c1)OCCO2	i	2	i	i	3	i	i	i	i	i	i
36	Clc1cccc(/C(Cc2nc3ccccc3[nH]2)=N\Nc2ccccc2)c1	i	93*	i	i	2	i	i	i	i	i	i
37	COc1ccc(Nc2nc(-c3sc(N)nc3C)cs2)cc1	i	11	i	i	1	i	i	i	i	i	i
38	C#CCNC(=O)C1=C[C@@H](C2CCCCC2)C[C@@H](OCCCCO)O1	i	1	i	i	1	i	i	i	i	i	i
39	Cc1ccc(C(=O)N2CCc3ccccc32)o1	i	3	i	i	7	i	i	i	i	i	i
40	COc1ccc(S(=O)(=O)NCc2ccco2)cc1N(C)S(=O)(=O)c1ccccc1	i	-6	i	i	1	i	i	i	i	i	i
41	CCOP(=O)(OCC)C(NC(=O)Nc1ccc(Cl)cc1)c1ccccc1 (stereo unspecified)	i	7	i	i	-5	i	i	i	i	i	i
42	CN(C)c1ccc(S(=O)(=O)N2CCCCC2)cc1NC(=O)CN1C(=O)NC2(CCCC2)C1=O	i	-2	i	i	-3	i	i	i	i	i	i
43	COc1cccc(C(=O)CSc2nnc(-c3cc(OC)cc(OC)c3)o2)c1	i	1	i	i	0	i	i	i	i	i	i
44	C/C(=N\NC(=O)c1ccc(NS(=O)(=O)c2cccs2)cc1)c1ccc2ccccc2c1	i	5	i	i	9	i	i	i	i	i	i
45	COc1ccc(NC(=O)Nc2ccc(F)cc2F)c(C)c1	i	15	i	i	-2	i	i	i	i	i	i
46	COc1ccccc1-c1nc(C#N)c(N2CCN(C(c3ccccc3)c3ccccc3)CC2)o1	i	0	i	i	-3	i	i	i	i	i	i
47	Cc1ccc(C(=O)Nc2ccc(Cl)cc2C)c(Cl)c1	i	18	i	i	7	i	i	i	i	i	i
48	Cc1cc(=O)oc2cc(NC(=O)CCC(=O)O)ccc12	i	-16	i	i	-97	i	i	i	i	i	i
49	CC(C)C[C@H](NC(=O)C1CCN(S(=O)(=O)c2ccccc2)CC1)C(=O)NCc1ccncc1	i	-6	i	i	-3	i	i	i	i	i	i
50	O=C(Cn1nnc(-c2cccs2)n1)N1c2ccccc2Sc2ccc(C(F)(F)F)cc21	i	9	i	i	9	i	i	i	i	i	i
51	COc1ccc(S(=O)(=O)N2N=C(C)Oc3ccccc3C2=O)cc1	i	0	i	i	-2	i	i	i	i	i	i
52	Cc1c(-c2ccco2)[n+](=O)c2c(n1[O-])CCCCC2	i	-7	i	i	7	i	i	i	i	i	i
53	COc1ccccc1C(=O)OCC(=O)NC(=O)NCc1ccccc1	i	-11	i	i	-5	i	i	i	i	i	i
54	COc1ccccc1C1CCN(Cc2ccc(Cl)c(Cl)c2)CC1	i	28	i	i	0	i	i	i	i	i	i
55	Cc1ccc(-n2nnc3c(=O)n(Cc4cccc(C)c4)cnc32)cc1	i	-6	i	i	/	i	i	i	i	i	i
56	COc1ccc(C(=O)O)cc1NCc1cccnc1	i	4	i	i	3	i	i	i	i	i	i
57	CCCc1cc(C(=O)Nc2ccc(C#N)cc2)no1	i	-2	i	i	-2	i	i	i	i	i	i
58	O=C(Nc1ccc(N2CCCC2=O)cc1)c1cccc(F)c1	i	8	i	i	1	i	i	i	i	i	i
59	COc1ccc(C2Nc3ccccc3C(=O)N2NC(=O)c2ccccc2)cc1OC (stereo unspecified)	i	-17	i	i	11	i	i	i	i	i	i
60	Cc1ccc(NC(=O)C2CC2C)c(Cl)c1 (stereo unspecified)	i	-5	i	i	1	i	i	i	i	i	i

# Continued:
entry	Compound	RGS4 pot	SKKanGAS inh	TRPC6 inh	RGS4 block	HDAC3 inh	ANO1 block	TRPC6 activator	MrgX1 antagonist	MrgX1 allo act	MrgX1 agonist	TMEM16A act
61	Cc1cnn(-c2ccc3nnc(-c4ccc(Cl)cc4)n3n2)c1	i	0	i	i	0	i	i	i	i	i	i
62	COc1ccc(CNC(=O)CN2CCC(NC(=O)c3ccccc3C)CC2)cc1	i	-2	i	i	-1	i	i	i	i	i	i
63	C[C@H]1COC2=C1C(=O)C(=O)c1c2ccc2c1CCCC2(C)C	i	86*	i	i	4	i	i	i	i	i	i
64	COc1ccc(NC(=O)CSc2nc3c(c(=O)[nH]2)CCC3)cc1OC	i	-1	i	i	2	i	i	i	i	i	i
65	Cc1cccc2sc(N(CCN3CCOCC3)C(=O)CCS(=O)(=O)c3ccccc3)nc12	i	3	i	i	0	i	i	i	i	i	i
